# Tau ThT inhib: qHTS for Inhibitors of Tau Fibril Formation, Thioflavin T Binding. recombinant tau K18 P301L, heparin-induced fibrillization, ThT fluorescence. Microtubule-associated protein tau (Homo sapiens), P10636. Potency, µM (top dose mostly 57.4 µM), without a hit: top-dose activity, negative = inhibition, hits mostly inhibitors. 270,000 tested, 2.1% active; also: % is scaled to controls: 0 for no effect and ±100 for the full control effect; nearly all actives have a fitted effect of over 55% in size
# Target sequence (P10636 561-689 P618L limits assumed): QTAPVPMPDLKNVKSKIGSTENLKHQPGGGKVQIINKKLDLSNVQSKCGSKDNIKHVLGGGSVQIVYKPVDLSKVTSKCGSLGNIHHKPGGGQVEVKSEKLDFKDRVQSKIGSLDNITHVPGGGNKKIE
#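 ThT emission at 510 nm, taken 1 hr after adding 30 uM dye, quantifies aggregates formed when 20 uM heparin acts on human tau K18 P301L for 6 hr at 37 C.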
# GAA glycogen mod: qHTS Assay for Inhibitors and Activators of Human alpha-Glucosidase Cleavage of Glycogen; Lysosomal alpha-glucosidase (Homo sapiens), P10253; recombinant GAA, glycogen substrate, Amplex Red glucose oxidase fluorescence; Potency, µM (doses to about 76.4 µM), inactives show top-dose activity change, negative = inhibition, hits mostly inhibitors; 300,000 tested, 0.38% active;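 also: 0% = full enzyme reaction and -100% = no-enzyme basal signal; the screen sought inhibitors and activators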
#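 Recombinant human enzyme (4 nM); glycogen substrate; 37 C, 40 min, pH 5.0. Readout: coupled glucose oxidase/Amplex Red fluorescence.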
# GAA spleen mod: qHTS Assay for Inhibitors and Activators of Human alpha-Glucosidase From Spleen Homogenate | 240,000 tested, 0.006% active | AID 2112, 2009 | human spleen homogenate, 4-MU-alpha-glucoside fluorescence | Lysosomal alpha-glucosidase (Homo sapiens), P10253 | Potency, µM (highest dose often 79.9 µM), for the others: at the highest dose activity change, negative = inhibition, most hits filed as inhibitors;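 also: 0% = enzyme with vehicle and -100% = no enzyme basal signal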
#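 AC50 values come from Hill-equation fits of concentration-response data, normalized to no-enzyme and full-activity controls. Enzyme source: 1 ug human spleen homogenate; 1 mM fluorogenic 4-MU glucoside, pH 5.0 citrate buffer, 37 C, 40 min.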
# HTT cytoprotect: qHTS Multiplex Assay to Identify Dual Action Probes in a Cell Model of Huntington: Cytoprotection (ATP). AID 1471, 2008. 230,000 tested, 0.14% active. Potency, µM (series often up to 56.4 µM), without a hit: cytoprotection (ATP increase), actives largely listed as activators. PC12 HTT-Q103 induced, cytoprotection, ATP luminescence, 40 h;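 also: % of control where 0% means no effect; nearly all actives have a fitted effect of over 45% in size; toxic huntingtin expression switched on by the ecdysone agonist tebufenozide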
#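 Huntington model: PC12 line, ecdysone-inducible HTTQ103 exon1–GFP, tebufenozide 100 nM. Test articles in a dose series. Endpoint luminescence from cellular ATP.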
# GAA inh: qHTS Assay for Inhibitors of Human alpha-Glucosidase as a Potential Chaperone Treatment of Pompe Disease. 200,000 tested, 0.005% active. purified human GAA, 4-MU-alpha-glucoside fluorescence. Potency, µM (series often up to 76.9 µM), for the others: at the highest dose activity change, negative = inhibition, hits mostly inhibitors. Lysosomal alpha-glucosidase (Homo sapiens), P10253. AID 1466, 2008;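 also: plate controls were uninhibited enzyme wells for no effect and no-enzyme background for full effect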
#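 Fluorescence at Ex 365/Em 440 nm from 4-methylumbelliferone reported enzyme activity after 20 min at room temperature. Reactions used 4 nM enzyme and 400 uM substrate at pH 5.0; curves fitted with the Hill equation.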
# Tau fluor counter: Counterscreen qHTS for Inhibitors of Tau Fibril Formation, Fluorescence Polarization. Potency, µM (top dose mostly 57.7 µM), for the others: at the top dose activity change, negative = decrease. 280,000 tested, 0.93% active. AID 1463, 2008. tau K18 P301L Alexa594 fluorescence, heparin fibrillization; also: % is scaled to controls: 0 for no effect and ±100 for the full control effect; nearly all actives have a fitted effect of over 55% in size
#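 Human tau K18 P301L (15 uM unlabeled, 0.24 uM Alexa 594-labeled) in 100 mM sodium acetate pH 7 with 20 uM heparin, 6 hr at 37 C. ThT 30 uM added, 1 hr ambient; Alexa 594 FP and total fluorescence read at 555/632 nm.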
# GLA spleen mod: qHTS Assay for Inhibitors and Activators of Human alpha-Galactosidase From Spleen Homogenate | 240,000 tested, 0.008% active | AID 2107, 2009 | Potency, µM (top dose mostly 80 µM), for the others: at the top dose activity change, negative = inhibition, hits mostly inhibitors | human spleen homogenate, 4MU-alpha-Gal fluorescence, 40 min;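 also: 0% = enzyme with vehicle and -100% = no enzyme basal signal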
# Target sequence (P06280 32-429 limits assumed): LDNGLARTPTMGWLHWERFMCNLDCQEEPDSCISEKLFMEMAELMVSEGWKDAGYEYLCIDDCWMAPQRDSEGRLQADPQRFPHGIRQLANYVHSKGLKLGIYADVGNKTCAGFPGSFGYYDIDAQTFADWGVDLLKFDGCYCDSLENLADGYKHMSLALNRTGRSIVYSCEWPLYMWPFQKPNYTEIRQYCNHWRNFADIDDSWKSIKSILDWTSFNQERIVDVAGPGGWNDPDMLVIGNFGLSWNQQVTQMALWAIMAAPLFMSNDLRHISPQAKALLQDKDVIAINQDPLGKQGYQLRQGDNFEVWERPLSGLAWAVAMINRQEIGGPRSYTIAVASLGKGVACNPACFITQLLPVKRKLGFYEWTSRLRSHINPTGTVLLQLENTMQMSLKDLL
#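 qHTS titration in buffer at pH 5.0. Alpha-galactosidase activity in spleen homogenate was measured via 4-methylumbelliferone release from 1 mM fluorogenic substrate after 40 min at 37C and a pH 10 stop. AC50 came from Hill fits of control-normalized data.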
# Tau fibril FP: qHTS for Inhibitors of Tau Fibril Formation, Fluorescence Polarization; Potency, µM (series often up to 57.7 µM), for inactives: at the highest dose activity, negative = inhibition, most hits filed as inhibitors; 280,000 tested, 0.39% active; AID 1468, 2008; Microtubule-associated protein tau (Homo sapiens), P10636; K18 P301L tau heparin fibrillization, Alexa594 FP, 6 h; also: % is scaled to controls: 0 for no effect and ±100 for the full control effect; nearly all actives have a fitted effect of over 55% in size
#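 Human K18 P301L fragment (15 uM unlabeled plus 0.24 uM Alexa 594-labeled) in 100 mM sodium acetate pH 7 with compound, aggregation induced by 20 uM heparin for 6 hr at 37 C. ThT (30 uM) added for 1 hr, then Alexa 594 FP read.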
# An asterisk follows results filed as active; ? = inconclusive; . = no result given; & = joins results of further samples; [ ] = dose if it differs, or a comment. Calls follow the shape of the dose curve; as a rule, active = well fitted curve in the direction sought with a large enough effect; inconclusive = small, poorly fitted or top-dose-only effect, or another doubt; inactive = no such curve, though single readings can be large; an effect the other way counts as inactive or inconclusive. Potency is read from the fitted curve at half-maximal effect. Some of the compounds tested; the hit share may differ from the screen's.
# Preview, 4 compounds:
# The line under a structure holds: Tau ThT inhib, GAA glycogen mod, GAA spleen mod, HTT cytoprotect, GAA inh, Tau fluor counter, GLA spleen mod, Tau fibril FP
COC(=O)N(C)c1ccc(C(O)(C(=O)OC)C(F)(F)F)cc1 (centres undefined)
    -4%, 8%, 2%, ., -1%, 2%, 5%, 5%
O=C1NC(=O)C(=Cc2cc(Cl)ccc2OCc2ccc(C(=O)O)cc2)C(=O)N1
    ?, 1%, 8%, 9%, 4%, -17%, 10%, -17%
CC(C)c1cc2c(c(O)c1O)[C@@]1(C(=O)O)CCCC(C)(C)[C@@H]1CC2
    14µM*, ., -2%, ., ., ?, 7%, ?
COc1ccc(CN2CCN(C(=O)Cc3ccccc3)CC2)c(OC)c1
    2%, -4%, -5%, 7%[10 µM], ?, 2%, -10%, 0%

# The listing, repeating the preview:
# The line under a structure holds: Tau ThT inhib, GAA glycogen mod, GAA spleen mod, HTT cytoprotect, GAA inh, Tau fluor counter, GLA spleen mod, Tau fibril FP
COC(=O)N(C)c1ccc(C(O)(C(=O)OC)C(F)(F)F)cc1 (centres undefined)
    -4%, 8%, 2%, ., -1%, 2%, 5%, 5%
O=C1NC(=O)C(=Cc2cc(Cl)ccc2OCc2ccc(C(=O)O)cc2)C(=O)N1
    ?, 1%, 8%, 9%, 4%, -17%, 10%, -17%
CC(C)c1cc2c(c(O)c1O)[C@@]1(C(=O)O)CCCC(C)(C)[C@@H]1CC2
    14µM*, ., -2%, ., ., ?, 7%, ?
COc1ccc(CN2CCN(C(=O)Cc3ccccc3)CC2)c(OC)c1
    2%, -4%, -5%, 7%[10 µM], ?, 2%, -10%, 0%
COc1ccc(C2=NCC(=O)N(CC(=O)NCc3ccco3)c3sc4c(c32)CCCC4)cc1
    ?, 3%, -6%, -5%, 2%, -5%, -8%, -5%
CCCOP(=O)(OCCC)C(NC(=O)c1ccccc1)=C(Cl)Cl
    -13%, -4%, -3%, 14%[10 µM], -9%, -13%, 1%, -1%
O=C(C1CCCN(c2nnc(-n3cccc3)s2)C1)N1CCC2(CC1)OCCO2 (centres undefined)
    ?, 2%, 4%, 1%[10 µM], -2%, -12%, 3%, 3%
CC(=O)N(C1=NCCCS1)c1ccccc1F
    6%, -6%, 1%, -3%, -5%, 4%, -1%, 0%
CN1CCN(c2ccc([N+](=O)[O-])cc2Cl)CC1
    -5%, 11%, 2%, ?, 10%, 1%, 4%, -8%
COC(=O)C(O)(c1ccc2c(c1)CCCN2)C(F)(F)F (centres undefined)
    -4%, ?, -2%, -5%, -4%, 1%, 2%, -4%
O=C1OC(c2ccc([N+](=O)[O-])cc2)=N/C1=C/N1CC2CC(C1)c1cccc(=O)n1C2 (centres undefined)
    ., -1%, 0%, 12%[10 µM], ., 3%, 1%, -8%
COc1ccc(NC(=O)Nc2cccc3cccnc23)cc1
    ?, -8%, 10%, -47%[inhibitor], -11%[15.4 µM], ?, 7%, 5%
CCCC(C)C1(CC)C(=O)NC(=Nc2ccc(F)cc2)NC1=O (centres undefined)
    -6%, -7%, -2%, -2%[10 µM], -4%, -5%, -3%, 2%
CCc1ccc2nc(N3CCC(C(=O)N4CCC5(CC4)OCCO5)CC3)sc2c1
    ?, 3%, 6%, -81%[inhibitor], 1%, -23%, 10%, -9%
CC(C)OCCCNC(=O)c1c(N)n(Cc2cccs2)c2nc3ccccc3nc12
    ?, -14%, 25%, -28%, ?, ?, ?, ?
COc1ccc2c3c1O[C@H]1C(=O)CC[C@H]4[C@@H](C2)N(C)CC[C@]314
    -4%, ., -3%, ?, ., -5%, 3%, -12%
O=S(=O)(c1ccc(F)cc1)N1CCCCC1c1cccnc1 (centres undefined)
    -7%, 2%, 4%, 4%[10 µM], -4%[15.4 µM], -8%, 6%, -6%
CCOP(=O)(C(NC(=O)c1ccccc1Cl)=C(Cl)Cl)c1ccccc1 (centres undefined)
    -14%, 9%, -5%, -7%, -5%, -8%, -6%, -3%
Cc1cc(C)cc(-n2c(=O)[nH]c3ccccc3c2=O)c1
    -5%, 3%[76.3 µM], ., ., ., -8%, ., 4%
CCN1CCN(c2cc(N3CCCC3)c(F)cc2[N+](=O)[O-])CC1
    ?, 10%, -1%, 12%[10 µM], 4%, -7%, -7%, 7%
CCOC(=O)C1CCN(/C=C2/C(=O)NC(=S)N(c3cccc(OC)c3)C2=O)CC1
    -12%, 9%, 4%, ?, 11%, -7%, -3%, 2%
CN1[C@@H]2CC[C@H]1CC(OC(=O)c1cc(Cl)cc(Cl)c1)C2 (some centres undefined)
    -4%, ., -5%, -6%, ., -4%, 0%, -3%
COc1ccc2c(c1O)-c1c(OC)c(OC)cc3c1[C@H](C2)N(C)CC3
    -18%, ., 9%, -15%[1.9 µM], ., -20%, -1%, -3%
O=C1/C(=C\c2ccc(Cl)cc2Cl)N2CCC1CC2
    ?, 4%, 2%, -3%[10 µM], ., -10%, 8%, ?
COc1cccc(-n2c(/C=C/c3cccc(C)c3)nc3ccccc3c2=O)c1
    ?, 15%[76.3 µM], ., ., ., -26%, ., 4%
CCOc1ccccc1-n1c(O)c(C=NCCCN(CC)CC)c(=O)[nH]c1=O
    -9%, 10%, 2%, 10%, -1%, -3%, -4%, -2%
COC1CCCCC1NCCc1ccccc1 (centres undefined)
    ?, -4%, 4%, -20%[10 µM], 6%, -15%, -2%, 1%
O=C1CN=C(c2ccccc2)c2cc(Cl)ccc2N1Cc1ccc(Cl)cc1
    -2%, -3%[76.3 µM], ., ., ., -6%, ., -13%
C[N+]1(C)C2CCC1CC(OC(=O)C(CO)c1ccccc1)C2 (centres undefined)
    -3%&-1%&-10%, -2%, -10%&3%&-11%, -23%, 5%[15.4 µM], 2%&1%&-6%, -4%&8%&2%, 6%&-2%&1%
CCC(=Nc1ccc2c(c1)CCC2)c1c(O)n(C)c(=O)n(C)c1=O
    -4%, 1%, 1%, -14%, 2%, -3%, -3%, 5%
CC12CN3CCN(CC(C3)C1O)C2 (centres undefined)
    -3%, 7%, -2%, -5%[0.074 µM], -1%[15.4 µM], 1%, 2%, 1%
CN1/C(=C\C=Nc2ccccc2)C(C)(C)c2ccccc21
    ?, -2%, -13%, 8%, ?, ?, -12%, -12%
CN(C)c1nc(OCCNC(=O)COc2ccc(Cl)cc2Cl)nc(N2CCCCC2)n1
    -4%, -10%, 0%, 19%[10 µM], -3%, 3%, 0%, 3%
COP(=O)(OC)c1nc(-c2cccc3ccccc23)oc1NCCc1ccccc1
    ?, -8%, ?, 12%[10 µM], ?, -26%, -9%, 6%
O=C1NC(=S)N(c2ccccc2)C(=O)C1C(c1ccncc1)C1C(=O)NC(=S)N(c2ccccc2)C1=O (centres undefined)
    ?, 4%, -5%, -7%, 7%, -4%, 1%, 0%
COc1ccc2[nH]cc(CCN)c2c1
    ?, -2%, -10%&7%&-10%&3%&-13%, -24%, -18%[15.4 µM], 0%&-1%&5%&-5%&-28%, 13%&8%&-6%&4%&-1%, 4%&-6%&4%&1%&9%
O=C1C2CCN(CC2)C12CC2c1ccc(C(F)(F)F)cc1 (centres undefined)
    -3%, -5%, -2%, -5%[10 µM], ., 5%, 6%, -1%
Oc1cc(O)c2c(c1)OC(c1cc(O)c(O)c(O)c1)C(O)C2 (centres undefined)
    25µM*, ., 9%, -58%, ., ?, 17%, ?
CCOP(=O)(OCC)C(Nc1cccc(C(F)(F)F)c1)c1ccc(Br)cc1 (centres undefined)
    -14%, -9%, 4%, 31%[10 µM], ?, -16%, 3%, 3%
CCC(C)C(=O)OC1C[C@@]2(C)C(c3ccoc3)OC(=O)CC23OC2(C)OC34C(OC(=O)C(C)C)[C@]3(O)C(OC(=O)C5(C)OC5C)[C@]5(C)CC3(O)[C@](C)(C5CC(=O)OC)C14O2 (some centres undefined)
    -13%, ., 8%, -107%[inhibitor], ., -8%, -1%, 3%
O=C(C1CC(c2ccc(Cl)c(Cl)c2)=NO1)N1CCC2(CC1)OCCO2 (centres undefined)
    ?, ?, 10%, -3%[10 µM], ?, -17%, 12%, 10%
O=C1NC(=O)N(c2ccc(F)cc2)C(=O)/C1=C/c1ccsc1
    ?, -5%, 10%, -51%, 1%, 1%, 5%, 2%
N#CC1=C(N)Oc2n[nH]c(-c3cccs3)c2C1c1ccsc1 (centres undefined)
    13µM*, -19%, 2%, 10%[0.074 µM], -7%, -26%, 10%, ?
Cc1cc(Br)c(NC(=O)CN2CC=C(c3ccccc3)CC2)c(Br)c1
    ?, 5%, -6%, -28%, -3%, -7%, -2%, -3%
CNCC1(c2ccccc2)CCCC1
    -3%, 6%, 1%, -17%, -2%, -1%, 2%, -6%
CCCC(C)n1[nH]c(=O)c2c1NC(=O)CSC2c1ccccc1 (centres undefined)
    -3%, 1%, -2%, 13%[10 µM], ., -2%, -4%, 2%
CCCCCCC(=O)c1c(O)n(-c2ccccc2OC)c(=O)[nH]c1=O (tested in a mixture with another compound)
    ., 3%, -2%, 11%[10 µM], ., 5%, 9%, -4%
Cc1cccc(CN2CCN(c3ccc(Cl)cc3)CC2)c1
    ?, 6%, -1%, -9%[10 µM], -4%, -17%, 6%, -1%
CN1CCN(c2c(F)cc([N+](=O)[O-])c(N)c2Br)CC1
    ?, 1%, 1%, -2%, -8%, -5%, 8%, 5%
Cc1cc(Br)ccc1N1C(=O)CC(=O)NC1=O
    13µM*, -5%, -6%, -3%[10 µM], 5%, -8%, -13%, ?
CCOP(=O)(C#Cc1ccccc1)C(O)c1ccc(Br)cc1 (centres undefined)
    ., -8%, -6%, 10%[10 µM], ., 5%, 1%, 7%
Cc1ccc(-c2nnc(Nc3ccc(O)cc3)c3ccccc23)cc1S(=O)(=O)N1CCOCC1
    -3%, ?, ., ., ., ?, ., ?
